Screening results (PubChem BioAssay)
Pol kappa inh: DNA polymerase kappa (human) inhibition; Potency, µM (doses to about 107 µM), inactives show top-dose activity, negative = inhibition, usual class: inhibitors; Q9UBT6; purified Pol kappa, fluorescent DNA synthesis assay, 10 min; 400,000 compounds, 0.53% hits; also: potency is read from the fitted curve at half-maximal effect; % is scaled to controls: 0 for no effect and ±100 for the full control effect
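10 nM Pol kappa was preincubated with compounds for 15 min at room temperature. Reaction started with 50 nM (final) substrate. Fluorescence read kinetically at 0 and 10 min.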
APE1 inh: APE1 (human) endonuclease inhibition; recombinant APE1, TAMRA/BHQ-2 abasic DNA cleavage fluorescence; P27695; Potency, µM (titrated, usually from 65.8 µM), without a hit: at the highest dose activity change, negative = inhibition, usual class: inhibitors; 350,000 compounds, 0.35% hits;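 also: potency is read from the fitted curve at half-maximal effect; plate controls were vehicle for no effect and reference inhibitor for full effect; nearly all actives have a fitted effect of over 55% in size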
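Measures dequenching upon AP-site incision of a 5'-TAMRA/3'-BHQ-2 THF-containing duplex, 50 nM; human APE1 0.75 nM after 15 min room-temperature exposure to compound; kinetic three-point read at one-minute spacing.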
LDHA block: LDHA (human) enzyme inhibition. P00338. purified LDHA, NADH/diaphorase-resazurin fluorescence; stronger effect = lower value. activity change, % (values are at about 110 or 230 µM). 480,000 compounds, 0.15% hits; in the data active = activity change below about -30%; inconclusive = mostly about -25% to -30%;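 also: plate controls were DMSO wells for no effect and wells without enzyme for full effect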
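Remaining NADH was detected by diaphorase (0.133 mg/mL) converting 37 µM resazurin to fluorescent resorufin, read at 0 and 20 minutes. The preceding 5-minute room-temperature reaction used 2 nM LDHA, 0.2 mM sodium pyruvate and 0.06 mM NADH at pH 7.4.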
POLI inh: blocks human DNA polymerase iota activity; Q9UNA4; Pol iota fluorescent replication assay, 10 min; Potency, µM (titrated, usually from 115 µM), for inactives: at the highest dose activity, negative = inhibition, usual class: inhibitors; 390,000 compounds, 1% hits; AID 588590; also: potency is read from the fitted curve at half-maximal effect
Target sequence (Q9UNA4 whole entry, looked up): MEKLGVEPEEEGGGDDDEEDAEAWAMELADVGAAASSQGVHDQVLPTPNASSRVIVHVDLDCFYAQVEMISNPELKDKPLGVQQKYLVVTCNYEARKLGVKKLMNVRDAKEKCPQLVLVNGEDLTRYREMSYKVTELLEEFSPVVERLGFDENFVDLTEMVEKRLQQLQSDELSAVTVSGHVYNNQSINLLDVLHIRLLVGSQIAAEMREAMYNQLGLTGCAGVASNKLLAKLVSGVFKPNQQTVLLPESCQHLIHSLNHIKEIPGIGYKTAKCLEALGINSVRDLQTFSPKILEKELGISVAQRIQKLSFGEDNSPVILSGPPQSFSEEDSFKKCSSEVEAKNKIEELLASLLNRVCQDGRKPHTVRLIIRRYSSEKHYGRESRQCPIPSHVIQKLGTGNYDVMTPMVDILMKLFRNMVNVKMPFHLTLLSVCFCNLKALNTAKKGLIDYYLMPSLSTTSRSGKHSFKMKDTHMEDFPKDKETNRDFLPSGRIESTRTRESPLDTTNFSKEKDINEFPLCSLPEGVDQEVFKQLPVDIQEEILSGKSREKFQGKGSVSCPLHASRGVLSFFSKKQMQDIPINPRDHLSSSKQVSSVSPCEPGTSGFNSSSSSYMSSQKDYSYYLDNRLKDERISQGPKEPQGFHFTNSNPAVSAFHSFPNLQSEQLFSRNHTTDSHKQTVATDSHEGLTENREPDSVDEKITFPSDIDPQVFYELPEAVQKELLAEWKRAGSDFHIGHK
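Pol iota at 10 nM preincubated 15 min with compounds at room temperature; reaction started with fluorescent substrate, 50 nM final. Fluorescence read kinetically at 0 and 10 min; buffer-only wells as negative control.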
Pol eta inh: inhibitors of human DNA polymerase eta; Q9Y253; recombinant Pol eta, fluorescent DNA replication assay; Potency, µM (doses to about 114 µM), inactives show at the top dose activity change, negative = inhibition, actives largely listed as inhibitors; 390,000 compounds, 1.2% hits; AID 588591; also: potency is read from the fitted curve at half-maximal effect; % is scaled to controls: 0 for no effect and ±100 for the full control effect
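Pol eta at 10 nM preincubated with compounds 15 min at room temperature; reaction started with fluorescent substrate (50 nM final) and read kinetically at 0 and 10 min.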
Anesthetic bind: binds horse apoferritin like a general anesthetic | apoferritin/1-aminoanthracene competitive binding, fluorescence | P02791 | 350,000 compounds, 0.074% hits | AID 485281 | Potency, µM (titrated, usually from 77.5 µM), for inactives: at the highest dose activity change, negative = displacement, hits mostly inhibitors; also: potency is read from the fitted curve at half-maximal effect; % is scaled to controls: 0 for no effect and ±100 for the full control effect; nearly all actives have a fitted effect of over 20% in size
Target sequence (P02791 2-175 limits assumed): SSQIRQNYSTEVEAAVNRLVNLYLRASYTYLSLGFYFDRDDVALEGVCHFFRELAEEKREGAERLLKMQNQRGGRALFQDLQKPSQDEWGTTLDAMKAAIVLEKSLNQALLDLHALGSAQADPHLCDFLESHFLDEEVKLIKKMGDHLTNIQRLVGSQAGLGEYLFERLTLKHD
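In PBS, apoferritin at 10 uM is loaded with 1-AMA from a 50% saturated solution. After 10 min of compound exposure at ambient temperature, reduced 535 nm fluorescence indicates probe displacement.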
BLM inh: Bloom syndrome helicase (human) inhibition. Potency, µM (doses to about 56.1 µM), for inactives: top-dose activity change, negative = inhibition, most hits filed as inhibitors. P54132. 350,000 compounds, 0.2% hits. AID 2528. recombinant BLM DNA unwinding, fluorescence dequenching;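 also: potency is read from the fitted curve at half-maximal effect; plate controls were vehicle for no effect and no enzyme for full effect; nearly all actives have a fitted effect of over 35% in size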
Glioma ERSR ind: ER stress response induction in glioma | U87-MG GRP78 promoter luciferase reporter, 16 h | Potency, µM, inactives show top-dose activation, hits mostly activators | 420,000 compounds, 0.02% hits | AID 602332; also: potency is read from the fitted curve at half-maximal effect; series mostly up to about 76 µM; % of control where 0% means no effect; nearly all actives have a fitted effect of over 35% in size
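Stably transfected U87-MG glioma cells carrying a GRP78-based luciferase sensor; 16 h compound incubation. Luminescence end-point read 10 min after Bright-Glo addition at room temperature.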
Pol beta inh: inhibitors of human DNA polymerase beta. P06746. Pol beta primer extension/strand displacement, fluorescence kinetic. Potency, µM (titrated, usually from 114 µM), without a hit: top-dose activity change, negative = inhibition, hits mostly inhibitors. 340,000 compounds, 1.3% hits. AID 485314; also: potency is read from the fitted curve at half-maximal effect; % is scaled to controls: 0 for no effect and ±100 for the full control effect
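Curves were derived by four-parameter Hill fits of normalized qHTS data. The kinetic fluorescent primer-extension read was taken at 0 and 10 min after 50 nM substrate, following a 15 min room-temperature preincubation of 10 nM enzyme with compounds.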
An asterisk follows results filed as active; ? = inconclusive; / = no result given; & = joins results of further samples; [ ] = remark or other dose. Unless noted, calls follow the shape of the dose curve; as a rule, active = well fitted curve in the direction sought with a large enough effect; inconclusive = small, poorly fitted or top-dose-only effect, or another doubt; inactive = no such curve, though single readings can be large; an effect the other way counts as inactive or inconclusive. An excerpt; count on the stated rates, not on these rows.

entry	Structure	Anesthetic bind	Glioma ERSR ind	BLM inh	Pol eta inh	APE1 inh	POLI inh	Pol kappa inh	Pol beta inh	LDHA block
1	COc1ccccc1OCCn1c(CO)nc2ccccc21	-10%	-3%	1%	-16%	16%	24%	-5%	35%	3
2	COC(=O)Cn1c(CN(C)Cc2ccccc2)nc2c1c(=O)n(C)c(=O)n2C	-17%	-1%	-4%	-12%	-6%	-9%	3%	35%	0&8
3	COc1ccc(NC(=O)N2CC[C@@]3(CCCN(S(C)(=O)=O)C3)C2)cc1	/	-3%	2%	/	6%	/	1%[60.1 µM]	/	/
4	CCSc1nnc(-c2cc3c(s2)-c2ccccc2CC3)o1	33%[activator]	2%	-4%	-14%	-2%	-6%	-8%	?	-1
5	C/C(CC(=O)Nc1ccc2c(c1)OCO2)=N\NC(=O)c1ccc(N)cc1	4%	4%	-1%	-4%	4%	63%[activator]	-4%	-4%	2
6	CC(=O)N(/N=C/c1ccc([N+](=O)[O-])o1)c1nc2ccccc2c(=O)n1-c1ccccc1	2%	-2%	-1%	-15%	-2%	15%	-6%	8%	1
7	O=C(COc1ccc(S(=O)(=O)N2CCOCC2)cc1)N1CCc2ccccc2C1	-11%	3%	2%	-21%	-6%	19%	-8%	8%	-13
8	O=C(NCCCN1CCOCC1)c1cc(-c2ccc(Cl)cc2)on1	0%	-4%	-9%	-2%	5%	42%[activator]	-1%	-1%	-4
9	COC(=O)c1cc(NC(=O)c2c(Cl)nc3sccn23)cc(C(=O)OC)c1	-6%	-1%	0%	-1%	-1%	-12%	9%	22%	0
10	CCOC(=O)C(C)n1nc(/C=C/c2ccc(OC)cc2)ccc1=O (configuration not stated)	-20%	-2%	-4%	-22%	-3%	78%[activator]	-6%	5%	-3
11	CCN(CC)C(=O)c1cc2c(=O)oc3ccccc3c2s1	3%	-3%	-11%	-12%	2%	-5%[58.9 µM]	-2%	-1%	-3
12	O=C(NCCCn1ccnc1)c1cc2ccccc2o1	-7%	-4%	-3%	-22%	3%	72%[activator]	-2%	6%	-7
13	Cc1ccc(S(=O)(=O)Nc2nncs2)cc1	-3%	-3%	0%	9%	-5%	-5%	3%	49%	-5
14	O=C(NCC1(c2ccccc2)CCCC1)c1cccc(Br)c1	-8%	-7%	-9%	-11%	-6%	4%	-17%	20%	-3
15	CN1CCN(CC(=O)NC(=O)NC2CCCCC2)CC1	/	-2%	/	0%	18%	-1%	-16%	/	-3
16	Brc1ccc(CSc2nnc(-c3ccco3)o2)cc1	-9%	4%	-2%	-14%	5%	3%	-5%	1%	7
17	CC(=O)c1sc(NC(=O)c2ccc(C)c(C)c2)nc1C	-7%	-7%	-12%	-3%	-4%	17%	-1%	-2%	0
18	O=C(COC(=O)CNC(=O)c1ccc(Cl)cc1)Nc1cccc(S(=O)(=O)N2CCCC2)c1	-17%	-1%	-2%	-17%	5%	22%	-5%	-26%	-1
19	CN1CCN(C(=O)CN(c2ccccc2)S(=O)(=O)N(C)C)CC1	-2%	-5%	-3%	-11%	20%	47%[activator]	-17%	5%	-4
20	CCN(CC)c1ccc(NC(=O)CCN2C(=O)c3ccccc3S2(=O)=O)c(C)c1	/	-4%	/	0%	9%	9%	2%	/	-2
21	O=C(Nc1cc(N2CCOCC2)ncn1)Nc1cccc2ccccc12	-9%	2%	1%	7%	-6%	-11%	-11%[60.1 µM]	1%	0
22	COc1ccc(C2C(=O)N(C3CCCCCC3)CC(=O)N2Cc2ccccc2)cc1 (configuration not stated)	-11%	-4%	-9%	15%	/	-9%	-7%[60.1 µM]	-5%	-2
23	CC(C)(C)C(=O)/C=C(N)/C=C/c1ccccc1	?	10%	-5%	-18%	3%	17%	-26%	-23%	3
24	COCCn1c(NC(=S)NC(=O)C2CC2)cc(=O)[nH]c1=O	-12%	-4%	-3%	-14%	1%	80%[activator]	0%	2%	6
25	CSCC(C)N1CCC(n2nccc2NC(=O)c2ccc3c(c2)OCO3)CC1 (configuration not stated)	-5%	-2%	3%	-19%	22%	61%[activator]	0%	8%	0
26	CCC1CCCCN1C(=O)Nc1ccc(F)cc1 (configuration not stated)	-6%	-2%	-1%	-1%	9%	-8%[58.9 µM]	-14%	3%	-10
27	CCOC(=O)N1CCC(NC(=O)c2cc(COc3ccccc3SC)on2)CC1	52%[activator]	2%	-10%	-8%	1%	-4%	-22%	21%	-3
28	Clc1ccc(CNc2ccccc2NCc2ccc(Cl)nc2)cn1	?	-3%	-5%	-16%	4%	97%[activator]	1%	-10%	23
29	CC(C)(C)C(=O)Nc1ccc(S(=O)(=O)N2CCC(c3nc4ccccc4[nH]3)CC2)cc1	/	-4%	/	-10%	24%	16%	-13%	/	2
30	CCS(=O)(=O)N1Cc2ccccc2CC1C(=O)Nc1ccc(F)c(F)c1F (configuration not stated)	1%	1%	-2%	-6%	13%	16%	-19%	9%	1
31	COCCCNC(=S)NNC(=S)Nc1ccccc1	-6%	3%	-4%	-18%	7%	12%	-7%	51%[activator]	-9
32	Cc1cn2c(=O)cc(COC(=O)c3ccc(NC(=O)COc4ccccc4C)cc3)nc2s1	-14%	-1%	-3%	0%	/	12%	-9%[60.1 µM]	11%	-4
33	CCCc1nc(N)c(C#N)c(-c2ccco2)c1CC	9%	-1%	-5%	9%	1%	51%[activator]	-4%	-11%	-1
34	N=c1sccn1CC(=O)Nc1ccccc1-c1ccccc1	5%	-5%	5%	4%	5%	22%	-19%	7%	0
35	NC(=O)CC(NC(=O)Cc1ccc(Cl)cc1)c1ccc(NC2CCCCCCC2)c([N+](=O)[O-])c1 (configuration not stated)	?	-2%	-4%	-12%	-1%	-10%	-9%	31%	-3
36	COc1ccc(NC(C)=O)cc1S(=O)(=O)N1CCN(C(=O)c2ccccc2F)CC1	5%	-5%	2%	-14%	4%	41%[activator]	4%	40%	-3
37	CCOC(=O)C1CCN(C(=O)c2ccc3c(Cl)c4c(nc3c2)CCCC4)CC1	-11%	-1%	-2%	-8%	-1%	?	0%	3%	-8
38	COc1ccc(C(=O)NCc2cnn(C)c2)cc1OC1CCN(C(C)C)CC1	-8%	-3%	0%	-21%	2%	33%[activator]	-6%	2%	-3
39	COc1ccc(OC)c(NC(=O)N2CCC(N3CCN(Cc4ccc(F)cc4)C(=O)C3=O)CC2)c1	-7%	-3%	1%	-17%	/	16%	-11%[60.1 µM]	24%	1
40	O=C(O)c1cc2c(ccc3ccccc32)[nH]1	-2%	4%	2%	-13%	0%	-2%	5%	4%	5

Nine compounds from above, arranged by SMILES length, low to high.
entry	Structure	Anesthetic bind	Glioma ERSR ind	BLM inh	Pol eta inh	APE1 inh	POLI inh	Pol kappa inh	Pol beta inh	LDHA block
31	COCCCNC(=S)NNC(=S)Nc1ccccc1	-6%	3%	-4%	-18%	7%	12%	-7%	51%[activator]	-9
40	O=C(O)c1cc2c(ccc3ccccc32)[nH]1	-2%	4%	2%	-13%	0%	-2%	5%	4%	5
33	CCCc1nc(N)c(C#N)c(-c2ccco2)c1CC	9%	-1%	-5%	9%	1%	51%[activator]	-4%	-11%	-1
34	N=c1sccn1CC(=O)Nc1ccccc1-c1ccccc1	5%	-5%	5%	4%	5%	22%	-19%	7%	0
38	COc1ccc(C(=O)NCc2cnn(C)c2)cc1OC1CCN(C(C)C)CC1	-8%	-3%	0%	-21%	2%	33%[activator]	-6%	2%	-3
30	CCS(=O)(=O)N1Cc2ccccc2CC1C(=O)Nc1ccc(F)c(F)c1F (configuration not stated)	1%	1%	-2%	-6%	13%	16%	-19%	9%	1
29	CC(C)(C)C(=O)Nc1ccc(S(=O)(=O)N2CCC(c3nc4ccccc4[nH]3)CC2)cc1	/	-4%	/	-10%	24%	16%	-13%	/	2
39	COc1ccc(OC)c(NC(=O)N2CCC(N3CCN(Cc4ccc(F)cc4)C(=O)C3=O)CC2)c1	-7%	-3%	1%	-17%	/	16%	-11%[60.1 µM]	24%	1
35	NC(=O)CC(NC(=O)Cc1ccc(Cl)cc1)c1ccc(NC2CCCCCCC2)c([N+](=O)[O-])c1 (configuration not stated)	?	-2%	-4%	-12%	-1%	-10%	-9%	31%	-3

The listing continues.
entry	Structure	Anesthetic bind	Glioma ERSR ind	BLM inh	Pol eta inh	APE1 inh	POLI inh	Pol kappa inh	Pol beta inh	LDHA block
41	COc1cccc2cc(C(=O)N3CC(C)OC(C)C3)c(=O)oc12 (configuration not stated)	-1%	-2%	-9%	4%	16%	11%	-11%	0%	-5
42	CN(CCc1ccccc1)C(=O)c1ccc(NC(=O)Cc2cccc([N+](=O)[O-])c2)cc1	/	-1%	/	-8%	-3%	-7%	-11%	/	-6
43	COc1ccc(-c2cc(C3CCNCC3)[nH]n2)cc1	-2%	-3%	3%	-7%	24%	-2%	0%	-1%	0
44	Cc1ccc(C)c(Cn2c(SCC(=O)NCc3ccccc3)nc3ccccc32)c1	94%[activator]	-1%	-2%	-11%	/	?	-6%[60.1 µM]	?	-6
45	N#Cc1c(SCC(=O)Nc2ccccc2)nsc1SCC(=O)Nc1ccccc1	6%	-2%	0%	-2%	7%	-26%	0%	2%[57.1 µM]	-7
46	Cc1cc(F)ccc1S(=O)(=O)NCC(c1ccco1)S(=O)(=O)c1cccs1 (configuration not stated)	10%	0%	-1%	-18%	/	13%	-1%[60.1 µM]	1%	6
47	COc1ccc(CNC(=O)c2ccc3c(O)c(S(=O)(=O)c4ccccc4)c(=O)[nH]c3c2)cc1	-4%	-1%	5%	-3%	/	3%	3%	18%	-1
48	COc1ccc(C2C(C(C)=O)=C(C)N=c3s/c(=C\c4cc(C)n(C)c4C)c(=O)n32)c(OC)c1 (configuration not stated)	?	-3%	-12%	-24%	-9%	-8%	-12%	12%	4
49	O=C(Nc1nccs1)c1ccc(Br)s1	-1%	8%	0%	-8%	33%	31%[activator]	0%	-4%	0
